Screening data from PubChem BioAssay.
KDM5B inhibitor – Primary screen for KDM5B Histone Demethylases FDH-coupled qHTS | Lysine-specific demethylase 5B (Homo sapiens), Q9UGL1 | KDM5B demethylase, FDH-coupled NADH fluorescence (FDH is formaldehyde dehydrogenase) | Potency, µM (top dose mostly 57.7 µM), for inactives: at the highest dose activity change, negative = inhibition, actives largely listed as inhibitors | 220,000 compounds, 2.6% hits; active = well fitted inhibition curve with a large enough effect; inconclusive = small, poorly fitted or top-dose-only effect; inactive = no such curve, though single readings can be large or run the other way; also: 0% is about no effect; nearly all actives have a fitted effect of over 70% in size
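Here, H3K4me3 peptide (12.5 µM in substrate mix) is demethylated by KDM5BΔAP, 200 nM final, after 10 min compound exposure. Formaldehyde product is coupled through FDH (0.25 U/mL in mix) to NADH fluorescence; 30-min ΔRFU feeds dose-response curves.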
The depositor's hits bear a star; ? = inconclusive; & = joins results of further samples; [ ] = remark or other dose. Potency is read from the fitted curve at half-maximal effect. The list is partial; rates above refer to the full screens.

SMILES	KDM5B inhibitor
CC(C)c1ccc(S(=O)(=O)N2CCN(C(=O)CNC(=O)NCc3ccc(F)cc3)CC2)cc1	20%
CCOC(=O)C1(CCCc2ccccc2)CCN(C(=O)CCn2cnnn2)CC1	-2%
CCN(CC)C(=O)c1noc2c1CC(C(C)(C)C)CC2 (stereo not given)	-5%
COc1ccccc1C(=O)Nc1ccc(OCc2cc(=O)n3cccc(C)c3n2)cc1	5%
N#Cc1nc(COc2ccc(Br)cc2)oc1NCc1ccncc1	?
CCn1nccc1C(=O)NC1CCN(c2cc(-c3ccccc3)[nH]n2)CC1	?
CCc1nc2cccnc2n1-c1ccc(CC(=O)Nc2ccc(C)cc2)cc1	3%
O=C(NCC1CN(Cc2cccc(O)c2)CC12CN(c1ccccc1)C2)c1ccccc1 (stereo not given)	-24%[86.2 µM]
Cc1cccc(NC(=O)CN2C(=O)NC3(CCCCC3)C2=O)c1	19%
Cc1c(Cl)cccc1NC(=O)CSc1nc(=O)[nH]c2c1CCC2	-7%
O=C(CSc1nc2ccccc2c(=O)n1-c1ccccc1Cl)NCC1CCCO1 (stereo not given)	-6%
CCOC(=O)N1CCN(c2nc(-c3cccs3)nc3ccccc23)CC1	?
CCOc1ccc(C2(c3cccc(Br)c3)CCCCC2)cc1	25%
O=S(=O)(c1cc(F)ccc1F)N1CCCC1c1nncn1Cc1ccncc1 (stereo not given)	-21%
N#C/C(=N\Nc1ccc(Cl)cc1)C(N)=S	-2%
O=C(Nc1cccc(Cl)c1)c1ccc(=O)[nH]n1	29%
CN(C)c1nc(-c2ccncc2)nc2c1CCN(C(=O)c1cc(=O)[nH]c(=O)[nH]1)C2	?
CCN(CC)S(=O)(=O)c1ccc2c(c1)c(=O)c(C(=O)NCCc1ccc(OC)c(OC)c1)cn2C	0%
CCCCCC(=O)N1CCN(CCNc2cc(=O)oc3ccccc23)CC1	6%
CC(C)(C)c1ccc(OCc2cc(=O)n3c4c(sc3n2)CCCC4)cc1	-7%
CCOC(=O)c1cccc(NC(=O)CSc2cc(=O)n(C)c3ccccc23)c1	?
COCCCNC(=O)C1CCN(S(=O)(=O)c2ccc3c(ccn3C)c2)CC1	-6%
CCCCn1c(-c2csnn2)nc2c1c(=O)[nH]c(=O)n2CCCC	17%
Cc1cc2oc(C(=O)N(Cc3ccco3)Cc3ccccc3Cl)c(C)c2cc1C	-17%
Cn1c(=O)c2c(nc(SCC(=O)Nc3ccc(F)c(F)c3)n2Cc2ccccc2F)n(C)c1=O	-17%&-25%
Cc1cc(N2CCN(C)CC2)nc2ccc(NC(=O)Nc3ccc(F)cc3F)cc12	?
CSc1ncc2ncn(C3OC(CO)C(O)C3O)c2n1 (stereo not given)	?
COCCN1CCC2(CCC1=O)CCN(C(=O)Nc1ccc(C(=O)OC)cc1)CC2	10%
Cc1cc(=O)n2[nH]c(NCc3ccccc3)nc2n1	-6%
O=C(O)CCC(=O)N1Cc2ccccc2CC2(CCCN(Cc3ccccn3)C2)C1 (stereo not given)	-15%[115 µM]
CCC(C)(C)NC(=O)CSc1nnc(N2CCCC2)n1-c1ccc(C)cc1	7%
CCOC(=O)c1nc2ccccc2nc1NCCc1ccc(C)cc1	-8%
C(=C\c1ccccc1)/C=N/n1c2ccccc2c2ccccc21	19%
CCN(CC)Cc1nc(C2(O)CCN(C(=O)CCc3ccccc3)CC2)cs1	23%[86.2 µM]
O=C(Cn1cc(C(F)(F)F)cc(Cl)c1=O)NCc1ccc(Cl)cc1Cl	39%
Cc1ccc(-c2nc3ccccc3s2)cc1S(=O)(=O)N1CCCCC1	-10%
CN1CC(=O)N(c2ccccc2F)Cc2c(NCc3ccc4c(c3)OCO4)ncnc21	-27%
CCN(CC)Cc1nnc2cc(-c3nc(-c4ccccc4)no3)ccn12	20µM*
Cc1ccc(Cn2c(SCC(=O)NCc3ccccc3)nc3ccsc3c2=O)cc1	2%
CSc1nsc(SCC(=O)Nc2ccc(OC(C)=O)cc2)n1	-3%
CCc1ccc(CC)c(C(=O)Cn2cnc3c2c(=O)n(C)c(=O)n3C)c1	14%
CC(C)CCn1nc(C(=O)OCC(=O)c2ccc3c(c2)NC(=O)CO3)c2ccccc2c1=O	26%
CCOC(=O)c1sc2ncn(CC(=O)Nc3cccc(C)c3)c(=O)c2c1C	-12%
Cc1ccc(NC(=O)c2cc3cc(Cl)ccc3[nH]2)cc1	-3%
CC(C)n1ncc2c(C(=O)Nc3ccc(Br)cc3F)c3c(nc21)CCC3	15%

Ordered by molecular weight (low to high): 14 of the compounds above.
SMILES	KDM5B inhibitor
N#C/C(=N\Nc1ccc(Cl)cc1)C(N)=S	-2%
C(=C\c1ccccc1)/C=N/n1c2ccccc2c2ccccc21	19%
CCN(CC)Cc1nnc2cc(-c3nc(-c4ccccc4)no3)ccn12	20µM*
CC(C)(C)c1ccc(OCc2cc(=O)n3c4c(sc3n2)CCCC4)cc1	-7%
CCCCCC(=O)N1CCN(CCNc2cc(=O)oc3ccccc23)CC1	6%
Cc1ccc(-c2nc3ccccc3s2)cc1S(=O)(=O)N1CCCCC1	-10%
CCC(C)(C)NC(=O)CSc1nnc(N2CCCC2)n1-c1ccc(C)cc1	7%
CCOC(=O)c1cccc(NC(=O)CSc2cc(=O)n(C)c3ccccc23)c1	?
Cc1cc2oc(C(=O)N(Cc3ccco3)Cc3ccccc3Cl)c(C)c2cc1C	-17%
Cc1cc(N2CCN(C)CC2)nc2ccc(NC(=O)Nc3ccc(F)cc3F)cc12	?
CC(C)n1ncc2c(C(=O)Nc3ccc(Br)cc3F)c3c(nc21)CCC3	15%
COCCN1CCC2(CCC1=O)CCN(C(=O)Nc1ccc(C(=O)OC)cc1)CC2	10%
CC(C)c1ccc(S(=O)(=O)N2CCN(C(=O)CNC(=O)NCc3ccc(F)cc3)CC2)cc1	20%
Cn1c(=O)c2c(nc(SCC(=O)Nc3ccc(F)c(F)c3)n2Cc2ccccc2F)n(C)c1=O	-17%&-25%

(next part)
SMILES	KDM5B inhibitor
COc1ccc(-c2noc(-c3cc(-c4ccco4)n[nH]3)n2)cc1	0%
CC(=O)N1C[C@@H]2CCCN3CCC[C@@H]([C@H]23)[C@H]1CCCC(=O)Nc1ccccc1	15%
O=C1CCC(C(=O)N2CCSCC2)CN1Cc1cccc(C(F)(F)F)c1 (stereo not given)	5%
CCN1CCN(c2cc(C)c3cc(NC(=S)N4CC(C)CC(C)C4)ccc3n2)CC1 (stereo not given)	21%
COc1ccc(Cn2c(CCC(=O)Nc3ccc(Br)c(C)c3)nc3cccnc32)cc1	-16%
CC(=O)N1CCCC1c1nc(C2CN(S(=O)(=O)c3cccnc3)C2)no1 (stereo not given)	-4%
Cc1nc2nc(N(Cc3cccc(C#N)c3)S(=O)(=O)c3ccccc3)nn2c(C)c1Cl	45%[activator]
O=C(NCCc1ccccc1)C1c2ccccc2C(=O)N(Cc2ccccc2)C12CCCC2 (stereo not given)	-24%
O=C(c1c[nH]c2ccccc12)N1CCC2(COc3ccncc3S(=O)(=O)N2)C1 (stereo not given)	4%[115 µM]
CCCCCCCCN1C(=O)[C@@H](CC(=O)NCCc2ccccc2OC)C[C@@]2(C(=O)OC)C1=C[C@H](COCc1ccccc1)O[C@@H]2C	?
O=C(OCc1cccc(Cl)c1)c1ccc(N2CCOCC2)nc1	-16%
Cc1cc(C)c2c(=O)cc(CSc3nnc(COc4ccccc4C)n3C)[nH]c2c1	7%
COc1ccc(NC(=O)CC2CCCCN(C)C2=O)cc1C(F)(F)F (stereo not given)	-4%
CCC(C)C(NC(=O)c1ccccc1)C(=O)NOCc1ccccc1 (stereo not given)	-13%
Cc1occc(=O)c1OC(=O)c1cccs1	-4%

The final 2 records of the section before open the next one:
SMILES	KDM5B inhibitor
CCC(C)C(NC(=O)c1ccccc1)C(=O)NOCc1ccccc1 (stereo not given)	-13%
Cc1occc(=O)c1OC(=O)c1cccs1	-4%
CN(C)c1ncc2c(n1)C(C)(C(=O)NCc1cccc(F)c1)CCC2 (stereo not given)	?
COc1ccc(OC2CN([S+](=O)([O-])c3ccccc3)C2)cc1	6%[149 µM]
COc1ccc(CNC(=O)c2cc(=O)c3ccccc3o2)cc1	15%&17%
N#Cc1ccc(C(=O)N2CCCC(n3cc(-c4nc(-c5ccccc5)no4)nn3)C2)cc1 (stereo not given)	-7%
CC(=O)Nc1ccc(NS(=O)(=O)c2ccc3c(c2)CCCN3C(C)=O)cc1	14%
COc1ccc(C(=O)NC(NC(C)C)C(Cl)(Cl)Cl)cc1 (stereo not given)	18%
Cc1ccccc1NC(=O)NCC1CCOCC1	7%
Nn1c(SCc2ccc(F)cc2)nnc1-c1ccccn1	27%
Cc1c(-c2ccccc2)oc2c(C(=O)NC3CCN(Cc4ccccc4)C3)cccc2c1=O (stereo not given)	-11%
Cc1ccc2oc(-c3cccc(F)c3)cc(=O)c2c1	?
NCCC(=O)N1CCC2(CC1)C(=O)NCN2C(=O)Cc1cccc(Cl)c1	-6%[115 µM]
O=C(c1ccc2[nH]ncc2c1)N1CCOCC12CCN(Cc1cccc(OC(F)(F)F)c1)CC2	-3%
COc1ccc(-c2cc(N3CCN(C(=O)c4ccc(N(C)C)cc4)CC3)n[nH]2)cc1	-9%
CCC(Oc1ccc(F)cc1)C(=O)N1CCC(c2nc3ccccc3o2)CC1 (stereo not given)	19%
COc1ccc(OC)c(NC(=O)c2cc(-c3ccc(Cl)s3)nc3ccccc23)c1	-2%
CC1=C[C@@H](CN2CCN(CCO)CC2)[C@H](C(C)C)C[C@H]1Cc1nnc(-c2ccncc2)o1	-22%
CCSc1nnc(-c2nn(C)c3c2CN(S(=O)(=O)c2ccc(C(C)=O)cc2)CC3)n1CC	15%
CCC(=O)Oc1ccc(C2Nc3ccccc3-c3nnc(SC)nc3O2)cc1 (stereo not given)	?
CCNC(=O)CCc1c(C)nn(-c2ccccc2)c1Oc1ccccc1F	10%
CCOc1ccc(CCNC(=O)CCCc2cc(-c3ccc(OCC)cc3)on2)cc1	-29%
CC1CCC(NC(=O)C(Cc2c[nH]c3ccccc23)NC(=O)c2ccccc2Cl)CC1 (stereo not given)	6%
CC1CCN(c2ccc(NC(=O)c3nn(-c4ccccc4)c(=O)c4ccccc34)cc2)CC1	6%
Cc1ccc(NC(=O)Cn2c(=O)n(Cc3ccco3)c(=O)c3ccccc32)c(C)c1	?
Cc1cc2oc(=O)cc(CN(C)C(C)C3CC3)c2cc1C(C)C (stereo not given)	-6%
CSc1ccc(CN2CCCCCC2c2sccc2C)cc1 (stereo not given)	?
CCc1noc(-c2cn(C3CCN(C(=O)c4cccc5[nH]ccc45)CC3)nn2)n1	32µM*
CCN(CC)C(=O)c1ccc(NS(=O)(=O)c2cccs2)cc1	-13%
O=C(CCc1cc2n(n1)CCCN(Cc1ccccc1)C2)N1CCOCC1	-4%
Cc1nc(-c2c3n(c(=O)n(CC(=O)Nc4ccccc4C)c2=O)CCCCC3)no1	19%
Cc1ccc(CCC(=O)N2C[C@@H](C)[C@@](C)(O)C2)cc1C	5%
Fc1ccccc1-c1n[nH]c(=S)n1/N=C/c1c[nH]c2ccccc12	-25%
COc1ccc(CCC(=O)NCc2ccc3c(c2)CCN3C(=O)c2ccccc2)cc1	-7%
COCC[C@]1(O)CCN(C(=O)c2ccc(OCC(N)=O)cc2)C[C@H]1C	-4%
Cc1ccc(-c2[nH]c3c(c2-c2c(-n4cccc4)n(C)c(=O)[nH]c2=O)c(=O)[nH]c(=O)n3C)cc1	?
O=C(c1ccccc1)c1ccc2nc(Nc3ccccc3Cl)c3nncn3c2c1	13%
CN(C)CCOC(=O)C12CCC3CC(CC(C3)C1)C2	-7%
CCc1ccc(CNC(=O)CCN2C(=O)COc3ccccc32)cc1	-12%
CC(C)Cc1cnc2c(c1SCC(=O)NC(C)C)c(=O)n(C)c(=O)n2C	9%
COc1cc(NC(=O)c2ccc(NS(C)(=O)=O)cc2)cc(OC)c1OC	-17%
Cc1ccc(NC(=O)C(C)C)c(Br)c1	13%
O=C(Cn1c(-c2cscn2)nc2ccccc21)Nc1ccccc1N1CCCC1=O	-21%
COc1ccc(CCNC(=O)NCc2noc3ccc(C)cc23)c(OC)c1	6%&5%
Cc1ccc(C2CC(c3ccc4c(c3)OCO4)=NN2C(=O)CCC(=O)O)cc1 (stereo not given)	-8%
COCCN(Cc1ccccc1)C(=O)c1cc(-c2ccc(OC)c(OC)c2)nc2ccccc12	?
CCC(=O)Nc1cccc(C(=O)OCc2cc(=O)n3nc(CC)sc3n2)c1	-14%
Cn1c(=O)c2c(SCC(=O)NCC3CCCO3)nc(-c3cccc(F)c3)nc2n(C)c1=O (stereo not given)	-6%
COC(=O)c1ccc(C(=O)OC)c(NC(=O)NCCn2c(-c3ccccc3)nc3ccccc32)c1	-27%
NC(=O)N1CCCC(C(=O)N2CCN(c3nsc4ccccc34)CC2)C1 (stereo not given)	?
Cc1nc2ccc(C(=O)OCc3ccccn3)cc2nc1C	17%
O=C(CCCc1cccs1)N(Cc1cccnc1)C1CC1	14%
CN1CCN(C(=O)[C@@H]2CCC[C@@H](NCc3nccn3C)CN(C)C(=O)C2)CC1	-17%[86.2 µM]
COc1ccc(NC(=O)/C=C/c2ccc3ccccc3n2)c(OC)c1	3%
Cc1ccc(CCNC(=O)CCn2c(=O)c3cccn3c3ccc(F)cc32)cc1	-44%
O=C(O)CCNc1ccc(NCCC(=O)O)c2c1C(=O)c1ccccc1C2=O	-21%
CN(Cc1cn[nH]c1-c1ccccc1)CC1CCCN(CCc2ccc(F)cc2)C1 (stereo not given)	-7%
Cc1nc2scc(CC(=O)NCc3ccco3)n2c(=O)c1-c1cc(C)n(-c2cccc(F)c2)n1	?
CCC(=O)N1CCc2cc(S(=O)(=O)CCC(=O)NCc3cccc(OC)c3)ccc21	?
O=C(Nc1cc(Cl)ncn1)c1ccccc1	15%
O=C(N[C@@H](Cc1ccccc1)C(=O)Nc1cccc(N2CCCC2=O)c1)c1cccs1	7%
N#C/C(=C\c1ccc(F)cc1)S(=O)(=O)c1ccccc1	12%
